Bioassay records deposited in PubChem BioAssay by several laboratories.
TNF necrop inh: TNF-alpha cell death inhibition in Jurkat FADD-/- cells. 220,000 tested, 0.068% active. activation (protection from cell death), % at 10 µM. Jurkat FADD-/- TNF necroptosis rescue, ATP luminescence, 24 h; 0 = TNF only, 100 = no-TNF cells;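 active = activation, meaning protection from cell death, of at least 50% relative to plate controls; inactive = activation below 50%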;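 note: necroptosis triggered by 40 ng/mL TNF-alpha added together with compound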
KCC2 mod: KCC2 (human) Cl- transport modulation; KCC2 cells, thallium flux FluoZin-2 fluorescence; Q9H2X9; 190,000 tested, 2.2% active; AID 1456; B-score of Tl+ flux slope (higher = more flux/activation; lower = inhibition) at 10 µM;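 active = thallium flux slope and its plate-corrected score both differing from the plate sample mean at a set confidence after two filtering rounds, in either direction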;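 note: slope of fluorescence scaled to starting intensity during 10 to 20 s after thallium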
Hck Nef HTS: inhibitors of human Hck kinase activated by Nef; P08631; Recombinant Hck-YEEI plus Nef, Z-Lyte FRET kinase assay; inhibition, % at 20 µM; 220,000 tested, 0.68% active; AID 463187;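 active = Hck-Nef kinase inhibition above about 50%, limit read from the data; inactive = inhibition below that limit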;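 note: 0% = DMSO with Hck plus Nef and 100% = Hck alone without Nef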
L929 necroptosis: L929 zVAD cell death inhibition; L929 zVAD necroptosis rescue, ATP luminescence, 24 h; with zVAD 60 µM; viability rescue, % at 10 µM; 220,000 tested, 0.38% active; AID 1377;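 active = activation, scaled between plate controls, above about 75%, limit read from the data; inactive = activation under that limit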;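 note: 0% = zVAD with DMSO and 100% = DMSO alone without zVAD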
thrombin 1536: inhibitors of human thrombin; alpha-thrombin, Boc-VPR-AMC fluorogenic substrate cleavage; inhibition, % at 5 µM; 220,000 tested, 0.26% active; AID 1046; P00734;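 active = inhibition at or above 40%; inactive = inhibition below 40%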;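 note: 0% = enzyme with no compound and 100% = wells without enzyme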
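signal = AMC fluorescence, 355/460 nm | material = human alpha-thrombin enzyme | control set = enzyme without compound as high, wells lacking enzyme as low | times = reaction at room temperature | read-out basis = percent inhibition scaled between no-compound controls and no-enzyme blanks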
FXIIa inh: blocks human coagulation factor XIIa protease activity | purified FXIIa, Boc-QGR-AMC fluorogenic substrate, 2 h | inhibition, % at 5 µM | 220,000 tested, 0.3% active | AID 800; in the data active = inhibition above about 40%;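 note: 0% = enzyme with no compound and 100% = blank without enzyme; many of its hits are not listed in these tables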
FXIa inh 1536: factor XIa (human) inhibition | P03951 | purified FXIa, Boc-Glu-Ala-Arg-AMC fluorogenic substrate | inhibition, % at 5 µM | 220,000 tested, 0.14% active;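 active = inhibition of at least 40%; inactive = inhibition below 40%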;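 note: fluorescence of freed AMC excited at 355 nm; 0% = enzyme without compound and 100% = no enzyme blank; many of its hits are not listed in these tables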
Target sequence (P03951 19-387 limits assumed): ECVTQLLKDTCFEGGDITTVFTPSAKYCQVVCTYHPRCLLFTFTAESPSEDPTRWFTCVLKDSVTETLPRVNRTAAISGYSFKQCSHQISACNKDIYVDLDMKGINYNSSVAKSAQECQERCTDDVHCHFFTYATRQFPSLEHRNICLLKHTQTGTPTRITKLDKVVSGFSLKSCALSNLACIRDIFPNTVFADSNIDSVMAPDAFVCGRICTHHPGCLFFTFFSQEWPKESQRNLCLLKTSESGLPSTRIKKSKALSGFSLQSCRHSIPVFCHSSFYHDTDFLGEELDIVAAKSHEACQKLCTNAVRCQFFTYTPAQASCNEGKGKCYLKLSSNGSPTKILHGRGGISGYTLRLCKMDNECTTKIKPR
Target sequence (P03951 388-625 limits assumed): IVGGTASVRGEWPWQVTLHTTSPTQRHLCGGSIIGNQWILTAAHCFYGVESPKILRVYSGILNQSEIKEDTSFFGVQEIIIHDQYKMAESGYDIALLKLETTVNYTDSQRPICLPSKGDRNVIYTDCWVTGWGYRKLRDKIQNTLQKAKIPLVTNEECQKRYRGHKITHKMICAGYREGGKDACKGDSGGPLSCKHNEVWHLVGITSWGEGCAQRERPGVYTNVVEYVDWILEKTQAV
Rad51 HR inh: Rad51 (human) homologous recombination inhibition | Q06609 | AID 1385 | inhibition, % at 10 µM | 200,000 tested, 0.085% active | hRad51 DNA strand exchange, fluorescence dequenching;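 active = inhibition above 40% at the single screening dose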;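 note: 0% = DMSO control wells and 100% = blanks with heterologous ssDNA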
Target sequence (Q06609 whole entry, looked up): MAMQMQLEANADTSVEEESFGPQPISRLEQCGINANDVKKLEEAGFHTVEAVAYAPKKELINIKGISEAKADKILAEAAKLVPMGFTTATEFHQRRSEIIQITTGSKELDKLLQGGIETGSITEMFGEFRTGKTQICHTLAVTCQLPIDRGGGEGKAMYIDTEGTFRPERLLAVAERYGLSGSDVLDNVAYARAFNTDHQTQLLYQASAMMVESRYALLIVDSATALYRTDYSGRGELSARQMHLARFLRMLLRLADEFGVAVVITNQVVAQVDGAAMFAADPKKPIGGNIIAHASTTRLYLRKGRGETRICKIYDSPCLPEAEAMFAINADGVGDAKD
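System: human Rad51 nucleoprotein filaments preassembled on unlabelled ssDNA. Reagent: labelled 47-mer dsDNA for strand exchange. Schedule: 30-min compound preincubation and 15-min exchange, both room temperature. Measured by: FRET fluorescence dequenching, excitation 485 nm, emission 520 nm. Read-out: Fluorescence-based percent inhibition, control- and blank-normalised. Benchmarks: plate controls and plate blanks.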
hK5 inh: inhibitors of human kallikrein 5. Q9Y337. recombinant hK5, fluorogenic AMC substrate cleavage. inhibition, % at 5 µM. 210,000 tested, 0.59% active. AID 873;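 active = inhibition of 40% or more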;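 note: 0% = enzyme controls without compound and 100% = no-enzyme blanks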
Starred values were filed as active, the others as inactive; x = not tested or not shown.

SMILES	TNF necrop inh	KCC2 mod	Hck Nef HTS	L929 necroptosis	thrombin 1536	FXIIa inh	FXIa inh 1536	Rad51 HR inh	hK5 inh
COC(=O)c1c(NC(=O)c2ccccc2)sc(C(=O)c2ccccc2)c1C	-3.7	8.42*	-1.1	-0.2	-0.4	7.4	0.4	-2.4	-6.0
CN1CCN(C(=S)Nc2cccc(Cl)c2)CC1	0.8	0.311	1.6	0.0	-13.3	-2.5	-7.0	-4.0	-21.2
O=C1CC(NCCC2=CCCCC2)C(=O)N1c1cccc(Cl)c1Cl (stereo unspecified)	0.0	x	1.5	0.0	-3.8	-1.0	-4.3	0.2	-4.8
O=C(CN1C(=O)C2(OCCCO2)c2ccccc21)NCCc1ccccc1	1.6	-0.44	-3.1	0.6	-2.5	0.7	-7.1	x	-6.9
O=C(COC(=O)c1ccc[nH]c1=O)Nc1ccc2c(c1)OC(F)(F)O2	-0.3	0.0624	13.1	1.6	-0.1	7.2	1.7	x	0.7
COc1ccccc1NC(=O)CN1CCC(c2nc3ccc(C)cc3[nH]2)CC1	1.9	-0.808	11.0	-0.2	-1.2	11.2	5.8	5.5	-6.6
NC(=O)COc1ccc(Cc2ncc(C(F)(F)F)cc2Cl)cc1	3.7	0.153	0.4	1.6	3.6	2.8	-1.3	5.6	-7.5
Cc1cc(NC(=O)CSc2nnc(C)n2-c2ccccc2C)no1	0.4	0.918	4.4	-1.5	-4.6	9.2	-0.5	-1.4	-2.4
S=c1[nH]nc(CCc2ccc(Cl)cc2)o1	2.1	-7.75*	-0.2	1.3	3.2	-5.1	5.5	x	-3.4
COc1ccc(N/C(C)=C/C(=S)Nc2ccccc2)cc1	-0.3	-1.62	3.8	0.5	-15.8	11.5	9.5	2.0	-5.0
Cc1c(OCc2ccc(C(=O)O)o2)ccc2c3c(c(=O)oc12)CCC3	-0.6	-1.43	2.0	1.2	-0.1	-11.2	-14.8	4.7	-23.8
Cc1noc(/C=C/c2ccco2)c1S(=O)(=O)N1CCC(C(=O)NCc2ccco2)CC1	0.6	1.04	8.4	0.1	-3.0	5.4	2.5	-5.3	-7.3

Exported as comma-separated lines: part of the list above.
canonical_smiles,TNF necrop inh,KCC2 mod,Hck Nef HTS,L929 necroptosis,thrombin 1536,FXIIa inh,FXIa inh 1536,Rad51 HR inh,hK5 inh
S=c1[nH]nc(CCc2ccc(Cl)cc2)o1,2.1,-7.75*,-0.2,1.3,3.2,-5.1,5.5,x,-3.4
Cc1cc(NC(=O)CSc2nnc(C)n2-c2ccccc2C)no1,0.4,0.918,4.4,-1.5,-4.6,9.2,-0.5,-1.4,-2.4

One compound at a time, as listed above. Values in the order: TNF necrop inh	KCC2 mod	Hck Nef HTS	L929 necroptosis	thrombin 1536	FXIIa inh	FXIa inh 1536	Rad51 HR inh	hK5 inh
`O=C1CC(NCCC2=CCCCC2)C(=O)N1c1cccc(Cl)c1Cl` (stereo unspecified) is entered as 0.0	x	1.5	0.0	-3.8	-1.0	-4.3	0.2	-4.8
`COc1ccc(N/C(C)=C/C(=S)Nc2ccccc2)cc1` is entered as -0.3	-1.62	3.8	0.5	-15.8	11.5	9.5	2.0	-5.0

(list continues)
SMILES	TNF necrop inh	KCC2 mod	Hck Nef HTS	L929 necroptosis	thrombin 1536	FXIIa inh	FXIa inh 1536	Rad51 HR inh	hK5 inh
C=CCOC(=O)C1C(=O)CC(C)(O)C(C(=O)OCC=C)C1c1ccc(OCC)cc1 (stereo unspecified)	0.9	x	-4.0	0.6	-7.2	9.3	-2.2	9.7	-2.1
OCC#CCSc1nnc(-c2ccncc2)o1	-0.5	1.13	0.4	-0.2	5.3	10.1	-4.8	-2.9	-8.4
CC(=O)Nc1ccc(S(=O)(=O)NCCc2csc(C)n2)cc1	-0.3	-0.339	-14.1	0.9	-0.6	9.3	24.6	2.1	-6.4
O=C1CC(c2cccc(Br)c2)c2cc3c(cc2N1)CCC3 (stereo unspecified)	-16.8	0.527	-1.1	0.5	14.7	11.9	-0.2	x	6.1
Cc1ccc(C(=O)O/N=C(\c2ccccc2)c2ccncc2)cc1	0.4	-0.593	-14.7	4.6	3.8	18.0	19.8	2.0	4.0
Cc1nn(CCC(=O)NNC(=S)Nc2ccc(Cl)cc2)c(C)c1[N+](=O)[O-]	-0.6	-2.25	-14.0	-0.6	4.0	15.7	6.0	1.0	-52.5
CCc1c(O)nc2sc3ccccc3n2c1=O	-2.2	x	0.8	0.0	3.0	8.2	8.3	0.3	2.4
COc1cccc(CNCCSc2nnnn2C)c1	-2.0	x	1.2	0.0	-9.8	13.5	3.7	-4.2	-10.4
CCc1cc2c(=O)[nH]c(-c3ccncc3)nc2s1	-0.6	-0.0916	6.4	0.0	2.2	9.2	20.6	-1.6	-8.7
CCCCS(=O)CC(O)COc1ccc(C(C)(C)C)cc1 (stereo unspecified)	-0.9	0.00244	1.3	0.3	-1.9	4.9	-3.9	-5.5	-9.2
Cc1cc(C)c(NC(=O)C2C3/C=C\CCCCC32)c(C)c1 (stereo unspecified)	-4.9	1.2	2.2	-0.1	0.7	3.4	-2.1	-14.2	-5.2
O=C(Nc1cccc(F)c1)OC(CN1CCCCC1)C(F)(F)F (stereo unspecified)	-1.5	-0.214	0.2	0.2	3.6	11.8	5.7	-3.4	-17.9
COc1ccc(/C=C(\C#N)C(=O)OCCNC(=O)c2ccncc2)cc1	-0.5	-0.71	16.1	0.3	-1.6	5.5	1.9	-4.2	1.3
COC(=O)CCC(=O)OC1(C)C(=O)C=C2C=C(C3CC3)N(C3CC3)C=C2C1=O (stereo unspecified)	0.5	-0.581	11.1	-0.3	-7.0	5.0	-0.8	-0.5	1.1
CC(=O)C1=C(C)NC(C)=C(C(C)=O)C1c1cn(-c2ccccc2)nc1-c1cccs1	-2.9	-0.132	7.7	0.2	1.9	24.5	18.4	3.1	-7.8
COc1cc2cc(C(=O)Nc3ccccc3)c(N)nc2cc1OC	0.0	x	18.8	74.2	-8.3	18.0	9.1	-6.6	-7.5
Cc1ccc(N2CC3=C(C2=O)C(c2ccccc2)NC(=O)N3C)cc1 (stereo unspecified)	-1.8	-1.87	1.3	0.1	-4.6	-7.3	-9.1	12.2	31.4
CC(C)Oc1ccc(NC(=O)Oc2ccccc2)cc1	0.9	x	4.8	2.2	2.4	29.4	20.9	-1.9	1.0
CN(C)C(CNC(=S)Nc1ccc(F)cc1)c1cccnc1 (stereo unspecified)	0.2	-0.0224	-7.1	-0.1	-3.8	11.3	-0.3	x	x
COC(=O)c1ccc(COc2ccc(C)cc2[N+](=O)[O-])o1	2.3	-1.31	-0.7	0.4	-0.4	3.5	-4.9	17.3	-10.1
C=CCN1C(=Nc2cccnc2)SCC1(O)c1ccc(C)cc1 (stereo unspecified)	-12.3	0.0158	-0.3	0.2	1.0	15.0	0.4	1.8	0.1
O=C(NCc1nnc(SCC(=O)N2CCOCC2)o1)c1c(F)cccc1Cl	-0.2	0.293	22.8	4.4	0.7	12.8	-1.5	-2.4	-0.9
Cc1ccc(NC2=C(CC(=O)O)C(c3ccccc3)N(c3ccc(C)cc3)C2=O)cc1 (stereo unspecified)	-5.8	-1.89	0.8	0.3	4.2	18.3	8.9	0.1	-20.5
CC(=O)N/N=C/c1cc([N+](=O)[O-])ccc1OCCOc1ccccc1	-0.3	-0.689	3.0	1.6	-5.1	8.2	5.9	13.6	-2.4
Cc1ccc(/C=N/NC(=O)Cn2ccc(C(F)(F)F)n2)o1	0.2	0.789	14.0	0.2	-9.5	12.1	1.6	-3.1	-5.4
COc1ccc(C(NC(N)=O)c2ccccc2)cc1 (stereo unspecified)	0.4	x	7.3	0.8	4.4	18.5	11.1	-1.4	2.3
Cc1ccc2nc(-c3ccncc3)c(Nc3ccccc3)n2c1	-2.9	-0.224	13.5	0.5	-13.3	6.7	3.7	6.7	-17.6
Clc1ccc(C2=Nn3c(nnc3-c3n[nH]c4c3CCC4)SC2)cc1Cl	-3.0	-1.1	2.0	1.1	-2.1	-4.1	-8.2	-1.6	2.2
O=C(CSCc1cccc(Cl)c1)Nc1ccccc1-c1ccccc1	0.2	-1.29	-2.4	0.0	2.8	13.8	12.2	10.5	-14.4
COc1ccc(NC(=O)CNS(=O)(=O)c2cccs2)cc1	2.6	0.503	-2.6	1.4	2.2	14.5	-0.9	1.7	-0.5
CNC(=O)CSc1nnc(-c2ccc3c(c2)OCO3)n1C	1.3	x	28.7	0.1	2.5	10.1	2.3	-3.2	17.9
CCC1=C(OC(=O)N(CC)CC)N2C(=O)OC(=NCCOC)[C@]2(Cc2ccccc2)[C@H]2C1=CC[C@H]1C(=O)N(CC(=O)OC)C(=O)[C@H]12	1.9	0.0324	27.2	1.1	-1.3	6.6	0.9	-2.5	2.8
C=CCn1c(SCC(=O)N2CCN(c3ccc(F)cc3)CC2)nnc1-c1ccco1	-0.7	-1.63	-2.8	1.8	-10.0	-3.8	-12.3	-1.4	18.6
c1ccc(C2=Nc3cccnc3C(c3ccccc3)=NN2)cc1	0.5	1.09	21.0	5.9	-10.8	5.0	-4.4	7.1	-0.1
CCCC(=O)Nc1nnc(C2CCCO2)s1 (stereo unspecified)	0.9	0.76	12.1	3.6	-9.4	5.7	-3.6	3.1	-0.6
O=C(Nc1ccc(N2CCCC2)c(Cl)c1)c1ccc([N+](=O)[O-])cc1	2.7	2.13	-0.2	1.8	-9.9	7.2	5.3	x	-20.4
S=c1nc(C23CC4CC(CC(C4)C2)C3)nc2sccn12	0.9	2.46	23.3	8.2	-13.5	9.1	-2.3	-28.0	-5.8
CCn1c(SCC(N)=O)nnc1-c1cc2c(C)nn(-c3ccccc3)c2s1	-7.7	0.183	2.6	0.4	-3.8	-2.9	-7.1	3.3	-0.5
C[C@]12CC[C@@H]3c4ccc(O)cc4CC[C@H]3[C@@H]1C[C@@H](O)[C@@H]2O[C@@H]1O[C@H](C(=O)O)[C@@H](O)[C@H](O)[C@H]1O	0.9	-0.0924	-4.2	4.2	-0.6	12.9	4.0	4.6	-7.9
N#C/C(=N\Nc1ccc(Cl)cc1)C(=N)N1CCCCCC1	-0.2	0.187	0.5	0.3	-2.1	8.8	1.0	-2.5	15.4
NS(=O)(=O)c1ccc(NC(=O)COC(=O)C2CC(=O)N(Cc3ccccc3)C2)cc1 (stereo unspecified)	-0.6	0.622	7.8	1.2	-8.5	4.7	-7.0	3.1	-2.1
c1ccc(Sc2cnc3ccccc3n2)cc1	1.6	0.68	1.0	0.2	2.4	4.8	-0.4	-2.0	0.2
O=S(=O)(NCc1cccnc1)c1cccs1	0.9	-0.907	0.0	-0.1	-0.7	13.8	0.8	-0.5	4.9
CC1(C)Oc2ccc(C(=O)NC3CCCC3)cc2N(CC(=O)NC2CCCC2)C1=O	0.5	x	0.4	0.2	1.1	63.7*	20.0	3.4	10.2
COc1ccc(-c2cc(C(F)F)n3ncc(C(=O)N4CCc5ccccc5C4)c3n2)cc1	-3.7	-1.47	21.7	0.2	12.3	9.1	-0.8	4.7	-14.4
O=C(CN1CCC(c2nc3ccccc3s2)CC1)NCc1ccccc1	-1.0	-0.185	8.2	0.8	-1.4	9.5	-1.1	6.5	-6.1
CC(=O)N1CCOCCOCCN(C(C)=O)CCOCCOCC1	0.3	0.844	26.4	9.7	-14.0	7.5	-6.5	-3.1	-5.8
Cc1ccc(S(=O)(=O)N2CCN(C(=O)N3CCOCC3)C2C(C)C)cc1 (stereo unspecified)	-0.4	x	0.4	1.1	-7.4	6.1	-7.9	-4.1	-5.3

Some of the compounds tested; rates above refer to the full screens.
